From PubChem
ELG1 genotoxic: induces genotoxicity in HEK293T cells with luciferase-tagged ELG1; HEK293T ELG1-luciferase reporter, luminescence, 16 h; Potency, µM (titrated, usually from 46 µM), for the others: at the highest dose activity change, positive = activation, usual class: activators; 330,000 compounds, 1.3% hits; AID 504466; also: potency is read from the fitted curve at half-maximal effect; % of control where 0% means no effect; nearly all actives have a fitted effect of over 60% in size
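Screening used a luciferase reporter fused to human ELG1 in HEK293T cells. Luminescence was read on a CCD plate imager after 16 hr exposure and 30 min ONE-Glo incubation.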
RORg inh: ROR gamma (mouse) transcription inhibition; P51450; Drosophila S2 Gal4-RORgamma UAS-luciferase reporter, 20 h; Potency, µM (series often up to 53.6 µM), without a hit: at the highest dose activity change, negative = inhibition, hits mostly inhibitors; 310,000 compounds, 5.4% hits; AID 2551; also: potency is read from the fitted curve at half-maximal effect; % is scaled to controls: 0 for no effect and ±100 for the full control effect; nearly all actives have a fitted effect of over 60% in size
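A Gal4/UAS one-hybrid system in insect cells: metallothionein-promoter Gal4–ROR gamma fusion plus Photinus luciferase reporter. Copper sulfate 700 uM final, 20 hr ambient incubation, luminescent detection after 10 min with reagent.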
TRPV1 agonist: agonists of human vanilloid receptor 1 (TRPV1). Q8NER1. 320,000 compounds, 0.19% hits. TRPV1-expressing cells, Fluo-8 calcium influx, agonist mode. activation, % at 8.33 µM; in the data active = activation above about 80%; inconclusive = between about 30% and that limit; also: 0% is about no effect
Target sequence (Q8NER1 whole entry, looked up): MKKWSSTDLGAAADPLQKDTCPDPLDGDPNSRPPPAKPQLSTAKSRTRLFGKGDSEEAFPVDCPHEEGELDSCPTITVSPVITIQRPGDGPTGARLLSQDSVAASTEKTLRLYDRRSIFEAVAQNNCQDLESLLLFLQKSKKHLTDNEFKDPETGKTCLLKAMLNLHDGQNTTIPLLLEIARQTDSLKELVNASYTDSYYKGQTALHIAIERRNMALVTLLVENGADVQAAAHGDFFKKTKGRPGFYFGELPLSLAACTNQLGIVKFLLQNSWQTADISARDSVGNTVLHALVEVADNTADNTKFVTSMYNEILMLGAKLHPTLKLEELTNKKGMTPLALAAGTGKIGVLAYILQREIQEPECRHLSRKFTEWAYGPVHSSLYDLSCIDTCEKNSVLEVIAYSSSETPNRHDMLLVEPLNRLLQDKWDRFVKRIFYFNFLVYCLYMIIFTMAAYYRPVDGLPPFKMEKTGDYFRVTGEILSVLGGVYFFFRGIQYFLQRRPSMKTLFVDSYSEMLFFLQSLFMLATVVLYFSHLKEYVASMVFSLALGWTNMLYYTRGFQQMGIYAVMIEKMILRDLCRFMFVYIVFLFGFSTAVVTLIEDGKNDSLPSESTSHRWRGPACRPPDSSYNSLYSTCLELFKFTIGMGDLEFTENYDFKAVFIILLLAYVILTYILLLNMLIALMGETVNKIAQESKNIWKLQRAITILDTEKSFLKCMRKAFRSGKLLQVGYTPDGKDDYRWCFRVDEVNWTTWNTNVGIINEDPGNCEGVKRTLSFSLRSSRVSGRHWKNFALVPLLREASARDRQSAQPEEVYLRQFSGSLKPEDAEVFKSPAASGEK
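Cells expressing TRPV1 were dye-loaded with Fluo-8 and read kinetically: 10 s baseline, 3 min after compound (agonist portion), then 2 min after EC20 capsaicin (allosteric enhancer portion). Calcium-bound dye fluorescence at 480/520 nm.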
FLuc modulator: inhibits or activates purified firefly luciferase, miR-21 counter-screen. purified FLuc, Km substrates, luminescence inhibition. Potency, µM (series often up to 57.5 µM), for the others: top-dose activity change, negative = inhibition, hits mostly inhibitors. 360,000 compounds, 6.9% hits. AID 588342. P08659;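 also: potency is read from the fitted curve at half-maximal effect; plate controls were vehicle for no effect and reference inhibitor for full effect; nearly all actives have a fitted effect of over 55% in size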
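Biochemical qHTS of compounds, final roughly 60 µM downward over six points, against 10 nM purified firefly luciferase using Km concentrations of substrates (10 uM D-luciferin, 10 uM ATP) in Tris acetate pH 7.5 buffer; luminescence output.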
Rab9 prom act: activates the Rab9 promoter; Potency, µM (doses to about 9.22 µM), inactives show at the highest dose activation, negative = inhibition, most hits filed as activators; 320,000 compounds, 2.8% hits; Huh7 Rab9 promoter-luciferase reporter, luminescence, 24 h; also: potency is read from the fitted curve at half-maximal effect; % of control where 0% means no effect; nearly all actives have a fitted effect of over 60% in size
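Huh7 reporter line, Rab9 promoter upstream of luciferase. Compound exposure 24 h at 37 °C in reduced-serum medium with 10% FBS. Read-out: luminescence.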
ELG1 DNA repair: inhibitors of ELG1-dependent DNA repair in HEK293T cells | HEK293T ELG1-luciferase reporter, luminescence, 16 h; DNA damage induced by 5-fluorouridine | Potency, µM (series often up to 46.1 µM), without a hit: at the top dose activity change, negative = inhibition, hits mostly inhibitors | 330,000 compounds, 2.3% hits | AID 504467; also: potency is read from the fitted curve at half-maximal effect; % is scaled to controls: 0 for no effect and ±100 for the full control effect; nearly all actives have a fitted effect of over 55% in size
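Cells (2,000 per well) received 5-fluorouridine plus test compound or DMSO and were incubated 16 hr at 37 °C, 5% CO2. Luciferase activity was read by luminescence 30 min after ONE-Glo addition; signal suppression marked inhibition of damage-induced ELG1 function.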
BRCA1 expr act: activators of BRCA1 expression. MCF7-BRCA1-FFLuc reporter, luminescence, 48 h; response scale: scaled: vehicle 0%, 10 µM genistein 100%. 380,000 compounds, 1.1% hits. Potency, µM (highest dose often 46.1 µM), inactives show at the top dose activation, hits mostly activators; also: potency is read from the fitted curve at half-maximal effect; nearly all actives have a fitted effect of over 80% in size; some results filed as inactive show a strong effect at the top dose
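MCF7-BRCA1-FFLuc cells, 2000/well in phenol-red-free MEM, attached 2 h then treated 48 h at 37 C. Luciferase luminescence read 15 min after reagent; normalized to genistein maximum activation (10microM) and DMSO, concentration-response fitted.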
VP16 counter: Gal4-VP16 reporter inhibition counter-screen. AID 2546. Potency, µM (top dose mostly 53.6 µM), for inactives: top-dose activity, negative = inhibition, hits mostly inhibitors. Drosophila S2 Gal4-VP16 UAS-luciferase, luminescence, 20 h. 310,000 compounds, 3.5% hits;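 also: Gal4-VP16 expression switched on by copper sulfate through the metallothionein promoter; potency is read from the fitted curve at half-maximal effect; % is scaled to controls: 0 for no effect and ±100 for the full control effect; nearly all actives have a fitted effect of over 50% in size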
NPC1 promoter act: activates the NPC1 promoter; Huh7 NPC1 promoter luciferase reporter, 24 h; 320,000 compounds, 2.4% hits; Potency, µM (top dose mostly 9.22 µM), inactives show at the top dose activation, most hits filed as activators; AID 485313;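 also: potency is read from the fitted curve at half-maximal effect; % of control where 0% means no effect; nearly all actives have a fitted effect of over 60% in size; reporter is driven by a mutant NPC1 promoter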
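Luminescence from an NPC1 promoter-driven luciferase reporter in stably transfected Huh7 cells was measured after 24 h compound treatment at 37 °C, followed by 10 min ambient incubation with luciferase detection reagent.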
Tb PFK block: blocks T. brucei phosphofructokinase; O15648; T. brucei PFK, ADP-Glo luminescence; Potency, µM (doses to about 57.5 µM), without a hit: at the top dose activity, negative = inhibition, hits mostly inhibitors; 330,000 compounds, 0.17% hits;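 also: potency is read from the fitted curve at half-maximal effect; 0% = uninhibited 1x PFK enzyme wells and -100% = no-enzyme wells; nearly all actives have a fitted effect of over 60% in size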
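Activity is normalized to no-enzyme wells (full inhibition) and 1.25 nM enzyme wells (no inhibition). Reaction: 0.5 mM F6P, 0.1 mM ATP, 45 min RT, ADP-Glo luminescence; concentration-response curves fitted and classed by quality.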
p53 reactivation: restores transcriptional activity of mutant p53. H1299 p53-A138V BP100-luciferase reporter, luminescence, 24 h. Potency, µM (series often up to 92.2 µM), without a hit: at the top dose activity change, positive = activation, most hits filed as activators. 320,000 compounds, 0.063% hits; also: potency is read from the fitted curve at half-maximal effect; % of control where 0% means no effect; nearly all actives have a fitted effect of over 45% in size
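p53-null H1299 cells stably carrying temperature-sensitive p53-A138V and a BP100-luciferase reporter were pinned with compounds (4-point, 1:5 series) and held 24 hrs at 37 deg C. Luminescence was read 10 min after detection reagent.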
The depositor's hits bear a star; & = joins results of further samples; [ ] = dose if it differs, or a comment. Unless noted, calls follow the shape of the dose curve; as a rule, active = well fitted curve in the direction sought with a large enough effect; inconclusive = small, poorly fitted or top-dose-only effect, or another doubt; inactive = no such curve, though single readings can be large; an effect the other way counts as inactive or inconclusive.

How did COCCOc1ccc(C(F)(F)F)cc1NC(=O)COC(=O)c1ccc(N2CCCC2=O)cc1 do in these assays?
ELG1 genotoxic: 2%; ELG1 DNA repair: 3%; BRCA1 expr act: -1%; Tb PFK block: -1%; p53 reactivation: 0%

Results for O=C1CNc2ccc(C(=O)N3CCN(c4ccccn4)CC3)cc2N1 ?
ELG1 genotoxic: 0%[9.26 µM]; RORg inh: -23%; TRPV1 agonist: 2; FLuc modulator: 1%; Rab9 prom act: 0%; ELG1 DNA repair: inconclusive; BRCA1 expr act: 5%; VP16 counter: -3%; NPC1 promoter act: -1%; Tb PFK block: 0%; p53 reactivation: 6%

What do the screens show for `COC(=O)COc1cccc(NC(=O)c2ccc(C)cc2)c1`?
ELG1 genotoxic: 3%; RORg inh: inconclusive; TRPV1 agonist: 20; FLuc modulator: 12µM*; Rab9 prom act: -1%; ELG1 DNA repair: -4%; BRCA1 expr act: -46%; VP16 counter: inconclusive; NPC1 promoter act: -7%; Tb PFK block: -2%; p53 reactivation: -5%

Results for Cc1ccccc1NC(=O)Cc1nc(COC(=O)c2ccc(Cl)c(S(N)(=O)=O)c2)cs1 ?
ELG1 genotoxic: 3%; TRPV1 agonist: 4; FLuc modulator: 4%; Rab9 prom act: 1%; ELG1 DNA repair: 5.2µM*; BRCA1 expr act: 2%; NPC1 promoter act: -4%; Tb PFK block: -4%; p53 reactivation: -3%

How did Nc1nc(Cl)cc(Oc2ccc([N+](=O)[O-])cc2)n1 do in these assays?
ELG1 genotoxic: 4%; RORg inh: 4%; TRPV1 agonist: -2; FLuc modulator: 1%; Rab9 prom act: -1%; ELG1 DNA repair: -5%; BRCA1 expr act: -15%; VP16 counter: -1%; NPC1 promoter act: -1%; Tb PFK block: 3%; p53 reactivation: 1%

What do the screens show for `Cc1c(N)cc(N)cc1C(=O)O`?
ELG1 genotoxic: 1%; RORg inh: -34%; TRPV1 agonist: -6; FLuc modulator: 2%; Rab9 prom act: 1%; ELG1 DNA repair: 1%; BRCA1 expr act: 0%; VP16 counter: -11%; NPC1 promoter act: 0%; Tb PFK block: -26%; p53 reactivation: 7%

Results for COCCC(=O)N1CCC(C(=O)Nc2ccc(Oc3ccccc3)nc2)CC1 ?
ELG1 genotoxic: 4%[9.26 µM]; RORg inh: 23%; TRPV1 agonist: 5; FLuc modulator: inconclusive; Rab9 prom act: 27%; ELG1 DNA repair: inconclusive; BRCA1 expr act: 102%; VP16 counter: 1%; NPC1 promoter act: 27%; Tb PFK block: -12%; p53 reactivation: inconclusive

How did CCOC(=O)N1CCC(NC(=O)c2cnc3n(c2=O)CCS3)CC1 do in these assays?
ELG1 genotoxic: 2%; RORg inh: -15%; TRPV1 agonist: 0; FLuc modulator: 2%; Rab9 prom act: 9%; ELG1 DNA repair: -4%; BRCA1 expr act: 1%; VP16 counter: -8%; NPC1 promoter act: -13%; Tb PFK block: -1%; p53 reactivation: -2%

How did CC1(C)c2cc(Cl)ccc2-n2c1cc(O)c(-c1ccccc1)c2=O do in these assays?
ELG1 genotoxic: 3%; RORg inh: 29%; TRPV1 agonist: -2; FLuc modulator: inconclusive; Rab9 prom act: -2%; ELG1 DNA repair: 10%; BRCA1 expr act: -1%; VP16 counter: -6%; NPC1 promoter act: -4%; Tb PFK block: 1%; p53 reactivation: -3%

Results for COc1ccc(N2CCN(C(=S)Nc3ccc(OC)cc3OC)CC2)cc1 ?
ELG1 genotoxic: -5%; RORg inh: -11%[1.91 µM]; TRPV1 agonist: 1; FLuc modulator: 3%; Rab9 prom act: -4%; ELG1 DNA repair: 4%; BRCA1 expr act: 0%; VP16 counter: 2%; NPC1 promoter act: -3%; Tb PFK block: 3%; p53 reactivation: 6%

Results for O=C(COC(=O)c1ccc([N+](=O)[O-])s1)c1ccc[nH]1 ?
ELG1 genotoxic: -1%; ELG1 DNA repair: 1%; BRCA1 expr act: -29%; Tb PFK block: inconclusive; p53 reactivation: 6%

What do the screens show for `Cc1ncoc1C(=O)N1CCCC(N2CCN(c3ccccc3F)CC2)C1` (centres undefined)?
ELG1 genotoxic: -1%; RORg inh: 13%; TRPV1 agonist: 2; FLuc modulator: 0%; Rab9 prom act: 0%; ELG1 DNA repair: 7%; BRCA1 expr act: 1%; VP16 counter: 0%; NPC1 promoter act: -18%; Tb PFK block: 3%; p53 reactivation: -4%

How did CCN(CC)CCCCCOc1ccccc1OC do in these assays?
ELG1 genotoxic: -5%; RORg inh: 27%; TRPV1 agonist: 0; FLuc modulator: 7%; Rab9 prom act: 5%; ELG1 DNA repair: 14%; BRCA1 expr act: 0%; VP16 counter: -6%; NPC1 promoter act: 13%; Tb PFK block: 1%; p53 reactivation: 0%

What do the screens show for `COc1ccccc1CN(Cc1nc2ccccc2c(=O)[nH]1)S(=O)(=O)c1ccc(C)cc1`?
ELG1 genotoxic: -17%; RORg inh: -6%; TRPV1 agonist: 1; FLuc modulator: 0%; Rab9 prom act: -2%; ELG1 DNA repair: 23µM*; BRCA1 expr act: -43%; VP16 counter: 3%; NPC1 promoter act: 0%; Tb PFK block: 0%; p53 reactivation: 0%

How did COc1ccc(Cn2nnnc2CN2CCN(c3ccc(OC)cc3)CC2)cc1 do in these assays?
ELG1 genotoxic: -1%; RORg inh: 5%; TRPV1 agonist: -1; FLuc modulator: 0%; Rab9 prom act: 4%; ELG1 DNA repair: 1%; BRCA1 expr act: -10%; VP16 counter: -11%; NPC1 promoter act: 1%; Tb PFK block: -2%; p53 reactivation: -3%

What do the screens show for `CCOc1ccccc1CNS(=O)(=O)c1ccc2c(c1)C(C)(C)C(=O)N2C`?
ELG1 genotoxic: 0%; RORg inh: -21%; TRPV1 agonist: 2; FLuc modulator: 2%&-7%; Rab9 prom act: -3%; ELG1 DNA repair: 4%; BRCA1 expr act: -25%&0%; VP16 counter: -6%; NPC1 promoter act: -5%; Tb PFK block: -1%; p53 reactivation: -3%

Results for CCOc1cccc(-c2cc(=O)[nH][nH]2)c1 ?
ELG1 genotoxic: 0%; RORg inh: 24%; TRPV1 agonist: -1; FLuc modulator: 3%; Rab9 prom act: -1%; ELG1 DNA repair: -23%; BRCA1 expr act: 0%; VP16 counter: 10%; NPC1 promoter act: -2%; Tb PFK block: 4%; p53 reactivation: 3%

How did COc1ccc(C2C(C(=O)Nc3cc(C)on3)c3ccccc3C(=O)N2C)cc1 (centres undefined) do in these assays?
ELG1 genotoxic: -4%; RORg inh: 3%; TRPV1 agonist: -2; FLuc modulator: -3%; Rab9 prom act: 3%; ELG1 DNA repair: -8%; BRCA1 expr act: -4%; VP16 counter: -6%; NPC1 promoter act: 1%; Tb PFK block: -3%; p53 reactivation: 26%

Results for CN(C)S(=O)(=O)c1ccc(NC(=O)N2CCN(c3cccc(C(F)(F)F)c3)CC2)cc1 ?
ELG1 genotoxic: -10%; RORg inh: inconclusive; TRPV1 agonist: 12; FLuc modulator: 2%; Rab9 prom act: -20%; ELG1 DNA repair: inconclusive; BRCA1 expr act: -73%; VP16 counter: 10µM*; NPC1 promoter act: -8%; Tb PFK block: -21%; p53 reactivation: -11%

Results for COC(=O)c1ccc(NC(=O)Cn2nnc(-c3cccs3)n2)cc1 ?
ELG1 genotoxic: 0%; RORg inh: 18%; TRPV1 agonist: 1; FLuc modulator: 1%; Rab9 prom act: 0%; ELG1 DNA repair: 12%; BRCA1 expr act: 0%; VP16 counter: 3%; NPC1 promoter act: -4%; Tb PFK block: -2%; p53 reactivation: 0%

What do the screens show for `Cc1c(NC(=O)c2cc(Br)ccc2Cl)cccc1-n1cnnn1`?
ELG1 genotoxic: -1%; ELG1 DNA repair: -15%; BRCA1 expr act: -14%; Tb PFK block: 0%; p53 reactivation: 0%

How did O=C(O)C1CCCCC1C(=O)Nc1ccc2c(c1)OCCO2 (centres undefined) do in these assays?
ELG1 genotoxic: 7%; RORg inh: -11%; TRPV1 agonist: -4; FLuc modulator: -8%; Rab9 prom act: 3%; ELG1 DNA repair: inconclusive; BRCA1 expr act: 32%; VP16 counter: 13%; NPC1 promoter act: 2%; Tb PFK block: 1%; p53 reactivation: inconclusive
